Cneo AK release = Cryptococcus neoformans cell lysis inducers, primary screen, AK release luminescence, single concentration; AID 651654, 2012; C. neoformans lysis, adenylate kinase release luminescence, 4 h; normalised: neutral wells 0, clomiphene wells 100; lysis activity, % at 15 µM; actives 0.2% (n = 360,000);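 active = mean lysis activity across replicates of at least 80%, whatever share of replicates individually reach that level; inactive = mean lysis activity below 80%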
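Assay system: C. neoformans cells. Amount: yeast cell density of 5 × 10^6 cells/mL. Technique: AK luminescence. Buffer or medium: YPD. Times: static 4 h at 37 °C with compound, 1 h detection. Dosing: single-point compound dose. Read-out: lysis from increased AK signal.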
ARNT TACC3 PPI = disruptors of ARNT/TACC3 protein interaction, primary screen, biochemical, AlphaScreen, single concentration. inhibition, % at 9.99 µM. Transforming acidic coiled-coil-containing protein 3 (Homo sapiens), Q9Y6A5. AlphaScreen His-ARNT PAS-B/GST-TACC3 binding, luminescence; TACC3 fragment carries E629A point mutation. actives 0.66% (n = 390,000);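 active = mean inhibition of replicates at least 50% and at least half of replicates each reaching 50%; inconclusive = half or more replicates reach 50% but mean below 50%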;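 also: 0% = complete ARNT plus TACC3 wells and 100% = ARNT alone without TACC3; many hits fall short of the cut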
ERp5 block = inhibitors of ERp5-driven insulin aggregation, primary screen, biochemical, turbidity, absorbance 650 nm, single point; AID 651711, 2012; actives 0.05% (n = 350,000); inhibition, % at 9.99 µM; Protein disulfide-isomerase A6 (Homo sapiens), Q15084; 90 min;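 active = mean replicate inhibition above about 25%, with every replicate also reaching it, limit read from the data, passing the limit was not always enough; inconclusive = only one of those two criteria met; inactive = neither criterion met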
Target sequence (Q15084 whole entry, looked up): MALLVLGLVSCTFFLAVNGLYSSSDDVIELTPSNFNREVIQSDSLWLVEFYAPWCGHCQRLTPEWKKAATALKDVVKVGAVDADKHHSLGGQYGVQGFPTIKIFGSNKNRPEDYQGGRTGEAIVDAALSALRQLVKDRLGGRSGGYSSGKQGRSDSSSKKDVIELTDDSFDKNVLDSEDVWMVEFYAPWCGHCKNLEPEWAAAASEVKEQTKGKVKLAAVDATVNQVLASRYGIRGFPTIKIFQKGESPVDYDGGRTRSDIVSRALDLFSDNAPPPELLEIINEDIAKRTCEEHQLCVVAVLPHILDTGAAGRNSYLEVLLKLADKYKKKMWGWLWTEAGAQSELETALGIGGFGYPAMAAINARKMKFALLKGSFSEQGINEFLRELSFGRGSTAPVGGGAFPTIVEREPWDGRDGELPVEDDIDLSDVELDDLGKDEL
SIRT5 block = SIRT5 desuccinylase inhibitors, primary screen, biochemical, fluorescence imaging, single point, set 5; NAD-dependent protein deacylase sirtuin-5, mitochondrial (Homo sapiens), Q9NXA8; Purified SirT5, succinyl-peptide AMC, trypsin-coupled fluorescence; inhibition, % at 15 µM; actives 1.1% (n = 330,000); in the data active = inhibition above about 15%; inconclusive = no clear call, values can overlap the other calls
Target sequence (Q9NXA8 whole entry, looked up): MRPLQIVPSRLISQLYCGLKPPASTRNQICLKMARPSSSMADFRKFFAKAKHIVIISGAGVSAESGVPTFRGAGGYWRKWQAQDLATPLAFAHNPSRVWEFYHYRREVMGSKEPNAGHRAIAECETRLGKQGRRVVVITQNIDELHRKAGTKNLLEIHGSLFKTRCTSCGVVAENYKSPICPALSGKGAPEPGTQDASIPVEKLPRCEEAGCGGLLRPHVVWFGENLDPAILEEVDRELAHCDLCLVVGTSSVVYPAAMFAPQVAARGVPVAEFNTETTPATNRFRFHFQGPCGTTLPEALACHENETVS
miR122 inh = miR-122 Renilla sensor signal increase in Huh7, primary screen, miR-122 inhibitor project, cell-based, single point, plate reader | Huh7 miR-122 Renilla luciferase sensor, 48 h; neutral wells = 0, positive control = 100 | actives 0.3% (n = 340,000) | activation (reporter increase), % at 12.5 µM;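 active = mean replicate activation score at least 90 and every replicate individually at or above 90; inconclusive = only one of the two criteria met; inactive = neither criterion met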;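 also: higher luciferase means less miR-122 activity so hits act as miR-122 inhibitors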
Statin myotox sup = suppressors of statin myotoxicity in C2C12 myotubes, primary screen, cell-based, single point, plate reader; C2C12 myotubes + simvastatin, ATP luminescence, 48 h; scaled: DMSO 0, geranylgeraniol control 100; rescue of ATP level, % at 7.49 µM; AID 602340, 2012; actives 0.78% (n = 330,000);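 active = mean ATP rescue above about 67%, or every replicate alone reaching that limit, limit read from the data, passing the limit was not always enough; inconclusive = no clear call, values can overlap the other calls; inactive = mean under the limit and some replicate under it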;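 also: myotubes were challenged with 10 µM simvastatin during compound exposure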
esBAF inh = Bmi1 luciferase reporter increase in mESCs, primary screen, esBAF inhibitor project, mouse ES cells, Bmi1 luciferase knock-in, single point | 24 h; 100% = twice the neutral-well signal | reporter increase, % at 12.5 µM | actives 2% (n = 350,000); in the data active = activation above about 40%; inconclusive = no clear call, values can overlap the other calls;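 also: 0% = median of the plate's neutral control wells and 100% = double that signal; a rise in the Bmi1 reporter signal indicates esBAF inhibition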
The depositor's hits bear a star; & = joins results of further samples; [ ] = dose if it differs, or a comment.

COc1ccc(-c2csc(C(C)(NC(C)=O)c3ccccc3)n2)cn1 (stereo not drawn) was read as Cneo AK release 0, ERp5 block 4, miR122 inh -3, Statin myotox sup -2 and esBAF inh -13.
`O=C(CCc1ccccc1)OCC(=O)c1cccc([N+](=O)[O-])c1` gave ARNT TACC3 PPI -12, ERp5 block -1 and SIRT5 block 2.
`COc1ccc(OC)c(NC(=O)c2ccccc2NC(=O)c2ccco2)c1` gave Cneo AK release -1, ARNT TACC3 PPI 1, ERp5 block inconclusive, SIRT5 block 3 and miR122 inh 2.
`O=C(NC(=S)NCc1ccccc1Cl)c1cccs1` gave Cneo AK release 14, ARNT TACC3 PPI 2, ERp5 block -3, miR122 inh 10, Statin myotox sup -8 and esBAF inh 2.
`CCN(CC)N=Nc1ccc(S(=O)(=O)Nc2nc(C)cc(C)n2)cc1` gave Cneo AK release -2&1, ARNT TACC3 PPI -4&-10, ERp5 block 4&-2, SIRT5 block 2&4, Statin myotox sup 4&-8 and esBAF inh -6&2.
For Cc1ccc(OCC(=O)NNC(=S)NCc2ccccc2)cc1 the results were ARNT TACC3 PPI -1, ERp5 block -4 and SIRT5 block 6.
For CCOc1ccc2[nH]c3c(NCCc4ccc(OC)c(OC)c4)ncnc3c2c1 the results were ARNT TACC3 PPI -1, ERp5 block 0 and SIRT5 block 1.
`Cc1ccc(NC(=O)COC(=O)Cn2nc(C)c([N+](=O)[O-])c2C)c([N+](=O)[O-])c1` gave Cneo AK release 1, ARNT TACC3 PPI 4, ERp5 block 4, SIRT5 block -1, miR122 inh -1, Statin myotox sup -8 and esBAF inh -3.
O=C(CN1CCOCC1)Nc1ccc(OC(F)(F)F)cc1 was read as Cneo AK release 1, ARNT TACC3 PPI -2, ERp5 block 1, SIRT5 block 1, Statin myotox sup 13 and esBAF inh 10.
Cc1nnc2n1N=CC=C(C(C)(C)C)S2 was read as Cneo AK release -1, ARNT TACC3 PPI -1, miR122 inh -7, Statin myotox sup 2 and esBAF inh -5.
Screening Cc1cccc(NC(=O)CCSc2nc(C)cc(C)n2)c1 returned Cneo AK release 6, ARNT TACC3 PPI -6, miR122 inh 0, Statin myotox sup -12 and esBAF inh 28.
For O=c1c2[nH]c3cccc(Cl)c3c2ncn1Cc1ccncc1 the results were Cneo AK release -5, ARNT TACC3 PPI -12, miR122 inh 2, Statin myotox sup -7 and esBAF inh 13.
For CC(C)(C)S(=O)(=O)N1Cc2cc(CO)cc(CCO)c2[C@@H]1CCO the results were Cneo AK release 3, ARNT TACC3 PPI -7, ERp5 block -1, SIRT5 block 0, miR122 inh -5, Statin myotox sup 9 and esBAF inh -5.
Screening Cc1ccc(S(=O)(=O)/N=C(\N)Nc2nc(C)c3cc(C)ccc3n2)cc1 returned Cneo AK release -3, ARNT TACC3 PPI -2, miR122 inh 30, Statin myotox sup 17 and esBAF inh 2.
For CC[n+]1ccc(C)c2cc(S(=O)C(F)(F)F)ccc21 (stereo not drawn) the results were Cneo AK release 0, ARNT TACC3 PPI 15, miR122 inh -9, Statin myotox sup 2 and esBAF inh -1.
COc1ccc(OC(=O)N(C)C[C@@H]2OCc3ccccc3-c3ccccc3C(=O)N([C@H](C)CO)C[C@H]2C)cc1 was read as Cneo AK release -3, ARNT TACC3 PPI 3, ERp5 block 1, SIRT5 block 0 and esBAF inh 4.
For COc1cccc(NC(=O)CSc2nnc(-c3cc(C)n(-c4ccccc4)c3C)o2)c1 the results were Cneo AK release -1, ARNT TACC3 PPI -4 and miR122 inh -2.
`COc1ccc(/C=N/N2CCN(C3c4ccccc4-c4ccccc43)CC2)cc1OC` gave Cneo AK release 4, ARNT TACC3 PPI 0 and miR122 inh 2.
Screening Cc1cc(C)c(-c2cc(C(=O)Nc3c(C)n(C)n(-c4ccccc4)c3=O)[nH]n2)c(O)c1 returned Cneo AK release 0, ARNT TACC3 PPI -7, miR122 inh -1, Statin myotox sup 4 and esBAF inh -4.
`CC(=O)c1ccc(C(=O)N2CCC(CO)(Cc3cccc(C(F)(F)F)c3)CC2)cc1` gave ARNT TACC3 PPI -4, ERp5 block 1 and SIRT5 block -1.
Screening O=C(Nc1ccccc1F)N[C@H]1CC[C@@H](CC(=O)N2CCCCC2)O[C@@H]1CO returned Cneo AK release 61, ARNT TACC3 PPI -27, ERp5 block -3, SIRT5 block 4, Statin myotox sup 7 and esBAF inh -1.
Screening C[C@@H]1CN([C@@H](C)CO)S(=O)(=O)c2ccc(-c3cccc(C#N)c3)cc2O[C@H]1CN(C)C(=O)c1ccc(F)cc1 returned Cneo AK release -1, ARNT TACC3 PPI -2, ERp5 block -2, SIRT5 block -2, miR122 inh -9[16.7 µM], Statin myotox sup -15 and esBAF inh 2.
Screening O=S(=O)(Nc1ccc(OC(F)(F)F)cc1)c1cccc2nonc12 returned ARNT TACC3 PPI 7, ERp5 block 2, SIRT5 block 2, Statin myotox sup -18 and esBAF inh 2.
Screening COc1ccccc1NC(=O)c1c(C)cc(=O)oc1C returned Cneo AK release 18, ARNT TACC3 PPI 7, ERp5 block -2, SIRT5 block -1, miR122 inh 0, Statin myotox sup 3 and esBAF inh -1.
Screening Cc1ccn2cc(-c3ccc4c(c3)NC(=O)CO4)nc2c1 returned ARNT TACC3 PPI 1, ERp5 block -3 and SIRT5 block -2.
`COC(=O)C1(CCSC)NC(c2ccc(O)c(OC)c2)C2C(=O)N(c3ccc(C)cc3)C(=O)C21` (stereo not drawn) gave ARNT TACC3 PPI 0, ERp5 block 4, SIRT5 block -3, miR122 inh -2, Statin myotox sup -10 and esBAF inh 0.
For CCCCC(=O)NCc1ccc(Cl)cc1 the results were Cneo AK release -1, ARNT TACC3 PPI -5, miR122 inh -3, Statin myotox sup -1 and esBAF inh 3.
`O=C(C[C@H]1CC[C@@H](NC(=O)C2CC2)[C@@H](CO)O1)Nc1ccccc1` gave Cneo AK release -2, ARNT TACC3 PPI 27, ERp5 block -3, SIRT5 block 1, Statin myotox sup -15 and esBAF inh -4.
For CCCn1nnnc1SCC(=O)NCc1cccs1 the results were Cneo AK release -1, ARNT TACC3 PPI -4, miR122 inh 2, Statin myotox sup 9 and esBAF inh 1.
NCC(=O)NCC(=O)NC[C@H]1O[C@@H](n2ccc(=O)[nH]c2=O)[C@H](O)[C@@H]1O was read as Cneo AK release 4, ERp5 block 1, SIRT5 block -2, miR122 inh -4, Statin myotox sup 0 and esBAF inh -5.

Filtered by structure, the entries above with an aryl thioether with sulfur outside any ring (3)
Screening Cc1cccc(NC(=O)CCSc2nc(C)cc(C)n2)c1 returned Cneo AK release 6, ARNT TACC3 PPI -6, miR122 inh 0, Statin myotox sup -12 and esBAF inh 28.
For COc1cccc(NC(=O)CSc2nnc(-c3cc(C)n(-c4ccccc4)c3C)o2)c1 the results were Cneo AK release -1, ARNT TACC3 PPI -4 and miR122 inh -2.
For CCCn1nnnc1SCC(=O)NCc1cccs1 the results were Cneo AK release -1, ARNT TACC3 PPI -4, miR122 inh 2, Statin myotox sup 9 and esBAF inh 1.

Carrying on:
`Cc1nn(Cc2ccccc2)c(C)c1NC(=O)CCCn1nc([N+](=O)[O-])cc1C` gave Cneo AK release 7, ARNT TACC3 PPI 5, ERp5 block 5, SIRT5 block -2, miR122 inh 2, Statin myotox sup -5 and esBAF inh -5.
COc1ccc(CC(=O)NC(C)(C)C)cc1S(=O)(=O)N1CCOCC1 was read as Cneo AK release 1, ARNT TACC3 PPI -2, miR122 inh -5, Statin myotox sup 0 and esBAF inh -1.
For O=C(COC(=O)c1cnccn1)Nc1cc(S(=O)(=O)N2CCOCC2)ccc1Cl the results were Cneo AK release -1, ARNT TACC3 PPI 1, ERp5 block -1, miR122 inh -5, Statin myotox sup -5 and esBAF inh 4.
For CC(C)NC(=O)N(C)C[C@@H]1Oc2ccc(NC(=O)Nc3cccc4ccccc34)cc2CC(=O)N([C@H](C)CO)C[C@H]1C the results were Cneo AK release 6, ARNT TACC3 PPI -11, ERp5 block 0, SIRT5 block 2, miR122 inh -3[16.7 µM], Statin myotox sup 8 and esBAF inh -3.
Screening CCOc1ccc(OCCCC(=O)ON=C(N)c2ccccc2C)cc1 returned Cneo AK release 0, ARNT TACC3 PPI -27, ERp5 block 2, SIRT5 block -4, miR122 inh -5, Statin myotox sup 8 and esBAF inh 3.
Cc1ccccc1OCC(=O)N1CCCCCCC1 was read as Cneo AK release 0, ARNT TACC3 PPI 2, ERp5 block 3, SIRT5 block -1, miR122 inh 3, Statin myotox sup -1 and esBAF inh 6.
`Cc1ccc(-c2cnc3c(c2)C(=O)N([C@@H](C)CO)C[C@H](C)[C@H](CN(C)C(=O)c2ccncc2)O3)cc1` gave Cneo AK release -1, ARNT TACC3 PPI -4, ERp5 block 1, SIRT5 block -3, miR122 inh 2[16.7 µM], Statin myotox sup 2 and esBAF inh 1.
For O=C(CSc1nnc(CNC(=O)c2ccccc2)o1)Nc1ccc2c(c1)OCCO2 the results were Cneo AK release 1, ARNT TACC3 PPI -3, ERp5 block -6, SIRT5 block 0, miR122 inh -2, Statin myotox sup 0 and esBAF inh 1.
`O=C(CSc1nc2ncccc2[nH]1)c1cccc([N+](=O)[O-])c1` gave Cneo AK release 1, ARNT TACC3 PPI -2 and miR122 inh -1.
`Cc1ccc(C(=O)N/C(=C\c2ccco2)C(=O)NCCN2CCOCC2)cc1C` gave Cneo AK release 3, ARNT TACC3 PPI 1, ERp5 block 0, SIRT5 block 3, miR122 inh 4, Statin myotox sup 4 and esBAF inh 3.
Screening CCCC(=O)Nc1ccc2nc(SCC(=O)N3CCCC3)sc2c1 returned ARNT TACC3 PPI -5, ERp5 block -1 and SIRT5 block 0.
`CN(C)c1cc(-c2ccc(Cl)cc2Cl)oc(=O)c1Cl` gave Cneo AK release 0, ARNT TACC3 PPI 2, ERp5 block 3, SIRT5 block -3 and miR122 inh -1.
Cc1ccc(C(=O)N2CCOCC2)cc1Cl was read as Cneo AK release 1, ARNT TACC3 PPI -3, miR122 inh -5, Statin myotox sup -5 and esBAF inh -5.
For CN1C(=O)c2cc(NC(=O)Cc3cccs3)ccc2OC[C@@H]2O[C@H](CC(=O)NCc3ccc(-c4ccccc4)cc3)CC[C@H]21 the results were Cneo AK release -4, ERp5 block 5, miR122 inh -17[16.7 µM], Statin myotox sup 12 and esBAF inh 0.
`CCOC(=O)C1(Cc2cccc(OC)c2)CCCN(Cc2cc(C(C)C)n[nH]2)C1` (stereo not drawn) gave Cneo AK release 1, ARNT TACC3 PPI 0, ERp5 block 1, SIRT5 block 0, miR122 inh 9, Statin myotox sup 2 and esBAF inh -5.

Arranged by count of non-hydrogen atoms (falling): part of the list above.
COc1ccc(CC(=O)NC(C)(C)C)cc1S(=O)(=O)N1CCOCC1 was read as Cneo AK release 1, ARNT TACC3 PPI -2, miR122 inh -5, Statin myotox sup 0 and esBAF inh -1.
Screening CCCC(=O)Nc1ccc2nc(SCC(=O)N3CCCC3)sc2c1 returned ARNT TACC3 PPI -5, ERp5 block -1 and SIRT5 block 0.
`O=C(CSc1nc2ncccc2[nH]1)c1cccc([N+](=O)[O-])c1` gave Cneo AK release 1, ARNT TACC3 PPI -2 and miR122 inh -1.
